Dyrk1A ADPGlo: Dyrk1A (rat) kinase inhibition; hit rate 0.43% among 310,000; inhibition, % at 12.5 µM; Q63470; ADP-Glo luminescence, NFATc1 peptide; in the data active = inhibition above about 50%;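 also: plate controls were vehicle with enzyme for no effect and no enzyme for full effect; many of its hits are not listed in these tables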
ANO1 activ: mouse TMEM16A channel activation, primary screen; HEK293 TMEM16A/YFP-H148Q/I152L, iodide quench fluorescence; stronger effect = lower value; hit rate 0.3% among 340,000; Q8BHY3; B-score at 10 µM;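 active = fluorescence-ratio B-score plate-corrected deviation score at least 3 library SD below zero, with starting fluorescence score within 5 deviations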;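 also: channel opened by trigger with iodide after compound preincubation; score built on the fluorescence ratio of max minus min over baseline; more negative score means more quench and so TMEM16A activation or potentiation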
Target sequence (Q8BHY3 whole entry, looked up): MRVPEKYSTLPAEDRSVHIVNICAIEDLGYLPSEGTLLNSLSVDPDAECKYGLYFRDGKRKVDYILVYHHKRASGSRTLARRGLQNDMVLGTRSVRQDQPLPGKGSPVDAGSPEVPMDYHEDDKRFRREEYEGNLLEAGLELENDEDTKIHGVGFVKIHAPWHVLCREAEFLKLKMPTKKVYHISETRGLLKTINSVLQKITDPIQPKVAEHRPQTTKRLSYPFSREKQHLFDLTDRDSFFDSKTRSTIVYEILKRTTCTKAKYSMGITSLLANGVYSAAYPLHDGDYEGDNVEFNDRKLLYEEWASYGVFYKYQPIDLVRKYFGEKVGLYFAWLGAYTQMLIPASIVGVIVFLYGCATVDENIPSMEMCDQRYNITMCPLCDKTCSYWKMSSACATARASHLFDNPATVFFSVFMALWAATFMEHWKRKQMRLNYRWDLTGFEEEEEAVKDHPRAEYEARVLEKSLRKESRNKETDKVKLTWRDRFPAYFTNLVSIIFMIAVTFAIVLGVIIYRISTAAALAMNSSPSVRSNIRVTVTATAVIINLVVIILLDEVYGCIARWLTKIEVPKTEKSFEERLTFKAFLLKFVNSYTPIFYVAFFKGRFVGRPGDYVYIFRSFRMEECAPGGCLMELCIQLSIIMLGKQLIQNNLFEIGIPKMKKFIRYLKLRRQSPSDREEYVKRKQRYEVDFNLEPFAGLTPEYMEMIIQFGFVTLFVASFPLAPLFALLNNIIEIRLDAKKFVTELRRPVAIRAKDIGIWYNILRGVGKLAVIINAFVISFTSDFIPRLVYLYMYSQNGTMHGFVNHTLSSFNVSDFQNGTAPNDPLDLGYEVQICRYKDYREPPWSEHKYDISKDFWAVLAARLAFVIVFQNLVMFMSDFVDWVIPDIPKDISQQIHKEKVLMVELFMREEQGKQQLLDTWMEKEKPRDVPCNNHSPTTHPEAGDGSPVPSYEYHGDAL
KCNK3 inh: human KCNK3 channel inhibition, primary screen | hit rate 0.84% among 340,000 | B-score at 10 µM | CHO-KCNK3 thallium flux, FluxOR fluorescence; stronger effect = lower value | O14649;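 active = B-score under library mean minus 4 SD, starting fluorescence ratio at most library mean plus 5 SD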;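 also: more negative B-score means stronger inhibition of thallium flux through KCNK3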
HDAC3 inh: blocks human histone deacetylase 3. recombinant HDAC3, fluorogenic peptide/trypsin coupled, fluorescence. inhibition, % at 8.3 µM. hit rate 0.15% among 320,000. AID 2718; in the data active = inhibition above about 26%, passing the limit was not always enough; inconclusive = no clear call, values can overlap the other calls
Starred values were filed as active, the others as inactive; i = inactive; ? = inconclusive.

SMILES | Dyrk1A ADPGlo | ANO1 activ | KCNK3 inh | HDAC3 inh
C[C@H](CO)N1C[C@H](C)[C@@H](CN(C)S(=O)(=O)c2cccs2)Oc2ccc(NS(=O)(=O)c3ccc(F)cc3)cc2C1=O | 28 | i | i | 1
CN(C)S(=O)(=O)c1ccc(N2CCCC2)c(C(=O)NNC(=O)COc2cccc(F)c2)c1 | -2 | i | i | 2
COc1ccc(S(=O)(=O)Nc2cc(C)on2)cc1NC(C)=O | 0 | i | i | -4
COc1ccccc1/C=C/C(=O)OCC(=O)N1CCCCC1 | -3 | i | i | 5
O=C(CC1SC(N2CCOCC2)=NC1=O)Nc1ccc(Cl)c(C(F)(F)F)c1 (stereo not given) | 7 | i | i | 6
O=C(COC(=O)CCC(=O)c1cccs1)Nc1ccccc1C(F)(F)F | -2 | i | i | 0
CCOc1ccc(Oc2ccc(NS(=O)(=O)c3cc(C(=O)O)ccc3Cl)cc2)cc1 | 0 | i | i | 8
CC(=O)C[C@H](O)CC(=O)[C@H]1OC(=O)[C@@H](C)CCCCc2ccccc21 | -2 | i | i | -8
Cc1csc(NC(=O)COc2ccc3c(c2)CCC3)n1 | 2 | i | i | 5
Cc1ccc(NC(=O)COC(=O)CCc2c(C)nc3ncnn3c2C)cc1C | 10 | i | i | 1
Cc1cc(OCC(=O)OCC(=O)N2CC(C)CC(C)C2)ccc1Cl (stereo not given) | 2 | i | i | 2
COc1cc(/C=C/C(=O)OCC(=O)NC2CCS(=O)(=O)C2)ccc1OC(F)F (stereo not given) | -3 | i | i | -1
C[C@H](CO)N1C[C@H](C)[C@@H](CN(C)C(=O)Nc2ccc(C(F)(F)F)cc2)Oc2ccc(NC(=O)Nc3ccc(C(F)(F)F)cc3)cc2C1=O | -3 | i | i | 35*
CCOC(=O)[C@H]1[C@H]2COc3ccccc3[C@@H]2N2C(=O)CN(CC3CCCO3)C(=O)[C@@]12C (stereo not given in full) | -15 | i | i | 1
COC(=O)[C@]12C(=O)NC[C@H](CN1c1ccc(Cl)c(C)c1)N2C | 4 | i | i | -6
COc1ccccc1NC(=O)c1ccc(NC(=O)COC(=O)c2ccc(O)cc2)cc1 | -7 | i | i | -1
Cn1c(N)c(C(=O)CSc2nnc(-c3c[nH]c4ccccc34)n2C2CC2)c(=O)[nH]c1=O | 3 | i | i | 4
CC1(C)C(=O)Nc2ccccc2N1C(=O)COC(=O)Cc1ccc(Cl)c(Cl)c1 | 5 | i | i | -8
CC(C)(O)[C@@H]1CC(=O)[C@]2(C)[C@H](CC[C@@]3(C)[C@H](c4ccoc4)OC(=O)[C@H]4O[C@]432)[C@@]1(C)/C=C\C(=O)O | 2 | i | i | -2
O=C(COC(=O)/C=C/c1ccc(Cl)cc1)NC(=O)NCc1ccccc1 | 14 | i | i | 0
Cn1nnnc1SCC(=O)Nc1sccc1C(N)=O | 1 | i | i | 4
COc1ccccc1NS(=O)(=O)c1cc(NC(=O)C2=NNC(=O)CC2)ccc1C | -2 | i | i | 1
O=C1CC2(CCCC2)C(=O)N1CN1CCN(S(=O)(=O)c2ccc(F)cc2F)CC1 | -8 | i | i | -4
CCS(=O)(=O)c1ccc(O)c(NC(=O)c2ccc(S(=O)(=O)N3CCCCCC3)cc2)c1 | 5 | i | i | 12
O=S(=O)(Nc1ccc2cn[nH]c2c1)c1ccc(C(F)(F)F)cc1 | -1 | i | i | -8
COc1ccc(CN2CCN(C(=O)CCC(=O)c3ccc(C)s3)CC2)cc1OC | 2 | i | i | ?
CCc1ccc(C(=O)CCC(=O)Nc2ccc(OC)c(S(=O)(=O)N3CCCCC3)c2)cc1 | -1 | i | i | 6
Cc1cc(C)c(S(=O)(=O)N2CCN(C(=O)C3COc4ccccc4O3)CC2)c(C)c1 (stereo not given) | -2 | i | i | 4
Cc1ccc(SCC(=O)Nc2cc(S(=O)(=O)N3CCCCC3)ccc2C)cc1 | -5 | i | i | 0
CC(Sc1nnnn1C1CCCC1)C(=O)Nc1cccc(S(=O)(=O)N2CCOCC2)c1 (stereo not given) | -1 | i | i | 1
CC(NC(=O)CSc1nc(C2CC2)n(-c2ccccc2)n1)c1ccco1 (stereo not given) | 1 | i | i | 2
COc1ccc(-c2sc3ccccc3c2/C=C/c2ccncc2)cc1 | -16 | i | i | 2
COc1ccc2oc(C(=O)N3CCN(S(=O)(=O)c4ccc(F)cc4)CC3)c(C)c2c1 | 11 | i | i | -7
COc1ccc([C@H]2CC(=O)C=C(c3cc(F)ccc3F)C2)cc1OC | -2 | i | i | 5
COc1cc(C(=O)NNC(=O)c2nn(C)c(=O)c3ccccc23)cc(OC)c1OC | 2 | i | i | 0
CCOc1cc(/C=C2/N=C(c3ccc4c(c3)OCO4)OC2=O)ccc1OC(C)=O | 3 | i | i | 0
CC(C)CN(C(=O)CSc1nc2ccccc2c(=O)[nH]1)c1c(N)n(CC(C)C)c(=O)[nH]c1=O | 8 | i | i | 1
CCCN(CC(=O)Nc1ccccc1C)C(=O)c1ccc2[nH]c3c(c2c1)CC(C)CC3 (stereo not given) | -2 | i | i | -4
CCC1CCCCN1C(=O)c1cc(S(=O)(=O)N2CCOCC2)ccc1C (stereo not given) | -3 | i | i | 5
O=C(C[C@H]1C/C=C\CC[C@@H](Cc2ccc(F)cc2)C(=O)OCCNC1=O)NCCO | 1 | i | i | -3
O=C(CCc1ccccc1)Nc1cc2c(cc1C(=O)O)OCCCO2 | 0 | i | i | -8
COc1ccc(C(=O)NCC(C)(C)N2CCOCC2)cc1S(=O)(=O)N1CCCC1 | 0 | i | i | -1
CC(C)c1ccc(S(=O)(=O)N2CCN(CC(O)CN3CCOCC3)CC2)cc1 (stereo not given) | -3 | i | i | 3
Cc1noc(C)c1S(=O)(=O)N(C)C[C@H]1Oc2ccc(NC(=O)CCC(F)(F)F)cc2C(=O)N([C@H](C)CO)C[C@@H]1C | -2 | i | i | 7
CCN(CC)C(=O)c1cccc(NC(=O)c2ccccc2OCc2c(C)noc2C)c1 | -4 | i | i | 6
Cc1nc(SCC(=O)N(CC(C)C)C2CCS(=O)(=O)C2)c2c(C)c(C)sc2n1 (stereo not given) | -2 | i | i | 4
COc1ccc(OC)c(NC(=O)COC(=O)C2CCC2)c1 | 0 | i | i | -1
Cc1ccc(C(=O)Nc2ncccc2C)cc1S(=O)(=O)N1CCOCC1 | -2 | i | i | 5
N#Cc1ccc(CN2CCN(C(=O)c3cc(C4CC4)nn3-c3ccccc3)CC2)cc1 | -1 | i | i | 6
O=C(CN1C(=O)NC2(CCCCC2)C1=O)Nc1ccc2c(c1)OCCCO2 | 1 | i | i | -1
CC(CNC(=O)COC(=O)c1cccs1)c1ccccc1 (stereo not given) | 3 | i | i | 2
CC(=O)c1ccc(N2CCN(C(=O)C3CCN(C(=O)Nc4ccccc4)CC3)CC2)cc1 | 10 | i | i | 5
COc1ccc(CNC(=O)CCC(=O)c2ccccc2)cc1 | -7 | i | i | -5
CC(=O)c1c(OC(=O)c2ccccc2)ccnc1C(F)(F)F | 6 | i | i | -1
COc1ccc(OCC(=O)OCC(=O)c2ccc(OC)c(F)c2)cc1 | 2 | i | i | 7
O=C(OCCCc1cc2ccccc2c(=O)o1)c1ccc(F)cc1 | 4 | i | i | 1
Cc1ccc(S(=O)(=O)N2CCCCC2)cc1NC(=O)COc1ccccc1 | -5 | i | i | -2
CC(=O)c1ccccc1NC(=O)c1ccc(OCc2c(C)noc2C)cc1 | 0 | i | i | -3
CN(Cc1ccc(OC(F)F)cc1)C(=O)c1ccc(S(=O)(=O)N(C)c2ccccc2)cc1 | 1 | i | i | 8
COc1ccc(Cl)cc1NC(=O)COC(=O)C1=NNC(=O)CC1 | -1 | i | i | -4

The listing continues:
SMILES | Dyrk1A ADPGlo | ANO1 activ | KCNK3 inh | HDAC3 inh
CC(N=C1NS(=O)(=O)c2ccccc21)C(=O)OCC(=O)N(C)C1CCS(=O)(=O)C1 (stereo not given) | -7 | i | i | 13
Cc1cc(C(=O)OCC(=O)Nc2c(Cl)cccc2Cl)c(C)o1 | -2 | i | i | 2
CC1CCc2sc(C(=O)NC3CCCCC3)cc2C1 (stereo not given) | -1 | i | i | 3
NS(=O)(=O)c1ccc(CCNC(=O)c2cc(-c3ccco3)nc3ccccc23)cc1 | 2 | i | i | -113
CC1CCN(C(=O)COC(=O)/C=C/c2ccco2)CC1 | 0 | i | i | -2
O=C(OCC(=O)N1N=C(c2ccc(Cl)cc2)CC1c1ccco1)c1cccnc1 (stereo not given) | 3 | i | i | 2
CSc1ccccc1NC(=O)COC(=O)CCC(=O)c1ccc(F)cc1 | 1 | i | i | 4
CCOc1ccccc1N1CCN(C(=O)CSc2ccc3c(c2)OCCO3)CC1 | 13 | i | i | 11
CC(C)(O)c1cc2ccccc2c(=O)o1 | 7 | i | i | -2
CN1CCN(C(=O)CCN2C(=O)/C(=C\c3ccc(F)cc3)SC2=S)CC1 | -1 | i | i | 1
Cc1ccc(C)c(S(=O)(=O)Nc2ccc3cn[nH]c3c2)c1 | 6 | i | i | -3
CC(C)N(Cc1ccccc1)C(=O)COC(=O)c1cc(S(=O)(=O)N(C)C)ccc1N1CCCC1 | -2 | i | i | 5
O=C(CN1CSCC1=O)N1CCN(S(=O)(=O)c2ccc(Cl)cc2)CC1 | 1 | i | i | -4
CCOc1ccc(S(=O)(=O)Nc2cccc(C(=O)NCCCN3CCOCC3)c2)cc1 | -2 | i | i | 1
COc1cc(OC)cc(C(=O)N[C@H](C(=O)Nc2c(C)n(C)n(-c3ccccc3)c2=O)C(C)C)c1 | -3 | i | i | -6
COc1ccc(NC(=O)COC(=O)CCC2CCCCC2)cc1 | -1 | i | i | 4
O=C(COC(=O)/C=C/c1cccc([N+](=O)[O-])c1)Nc1ccc(Cl)cn1 | 5 | i | i | 8
O=C1C=C(c2ccc3ncccc3c2)C[C@@H](c2ccc(F)cc2)C1 | 15 | i | i | -3
CCc1nnc(NC(=O)c2cccc(S(=O)(=O)N3CCN(C(C)=O)CC3)c2)s1 | -3 | i | i | 0
O=C(CSc1nnnn1C1CC1)N1CCN(c2ccccc2F)CC1 | -1 | i | i | 3
O=C(NCC1COc2ccccc2O1)c1cccc(S(=O)(=O)N2CCOCC2)c1 (stereo not given) | 2 | i | i | 3
NC(=O)C1CCN(c2nc(-c3ccc4occc(=O)c4c3)cs2)CC1 | 0 | i | i | 5
CC1O[C@@H](OC2C(O)C(C)O[C@H](OC(=O)[C@]34CCC(C)(C)C[C@H]3C3=CCC5[C@@]6(C)CC(O)C(O[C@@H]7OC(CO)C(O)[C@@H](O)[C@@H]7O)[C@@](C)(C(=O)O)C6CC[C@@]5(C)[C@]3(CO)CC4)C2O[C@H]2OC(C)[C@@H](O[C@@H]3OCC(O[C@@H]4OC(CO)C(O)[C@H](O)C4O)[C@@H](O)[C@@H]3O)[C@H](O)C2O)C(O)C(O)C1O (stereo not given in full) | 5 | i | i | 3
N#Cc1ccc(C2=CC(=O)C[C@H](c3ccc4c(c3)OCO4)C2)cc1 | 2 | i | i | -5
Cc1ccc(NC(=O)Cc2ccc(Cl)cc2)cc1S(=O)(=O)N1CCCCCC1 | 2 | i | -9* | 2
C=CC[C@H](CC(=O)N(CCO)Cc1ccccc1)C(=O)N[C@@H](C)COC(=O)[C@@H](CC=C)Cc1ccc(F)cc1 | 4 | i | i | 11
Cc1noc(C)c1CCC(=O)Nc1c(C(C)C)cccc1C(C)C | 5 | i | i | 5
CN(CC(=O)Nc1cccc(S(=O)(=O)NC2=NCCC2)c1)Cc1cccc(F)c1 | 1 | i | i | 3
Cc1ccc(NC(=O)CC2OC(=O)c3ccccc32)cc1S(=O)(=O)N1CCCCCC1 (stereo not given) | 3 | i | i | 2

Screening data deposited in PubChem by several laboratories.

The list is partial (hit frequency here may not be typical).
